PV pol inh – inhibitors of poliovirus RNA polymerase binding and polymerization. poliovirus polymerase elongation, fluorescence polarization; hits give low values. % elongation, % (compound at 16.7 µg/mL). 0.66% of 150,000 active. AID 588519; in the data active means % elongation below about 90%; further: some results filed as inactive read as strong as hits
Target sequence (P03300 1749-2209 limits assumed): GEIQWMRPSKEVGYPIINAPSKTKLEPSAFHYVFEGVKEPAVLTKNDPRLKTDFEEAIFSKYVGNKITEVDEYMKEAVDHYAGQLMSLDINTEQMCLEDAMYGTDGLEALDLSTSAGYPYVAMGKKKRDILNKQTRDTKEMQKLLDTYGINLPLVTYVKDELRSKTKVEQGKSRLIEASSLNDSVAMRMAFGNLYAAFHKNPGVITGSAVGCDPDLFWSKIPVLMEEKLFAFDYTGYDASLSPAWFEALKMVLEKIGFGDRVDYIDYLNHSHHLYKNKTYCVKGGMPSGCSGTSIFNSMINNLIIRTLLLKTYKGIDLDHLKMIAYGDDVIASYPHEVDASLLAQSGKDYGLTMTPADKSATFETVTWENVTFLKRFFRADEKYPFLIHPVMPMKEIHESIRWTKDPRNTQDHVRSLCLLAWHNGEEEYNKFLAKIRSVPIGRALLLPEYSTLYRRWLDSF
PV pol inh FP z-score – also measured in PV pol inh; calls as there; z-score; measured here: FP z-score; hits read low
* marks the source's active call; other numbers are inactive results; & = joins results of further samples. These rows are one share of the data. The share of hits here may be higher or lower than overall.

SMILES	PV pol inh	PV pol inh FP z-score
COc1cccc(NCc2nnc(SC(C)c3nc4ccccc4c(=O)[nH]3)n2C2CCCCC2)c1 (centres undefined)	104	0.2
CCSc1nc2ccccc2n1CC(=O)N1CCCCC1	99	-0.3
Cc1ccc(-n2nc(C)c3c(C(=O)Nc4ccc(C)cc4Cl)cc(C)nc32)cc1	104	-0.8
O=C(Cc1cccs1)N1CCN(c2ccccc2)CC1	107	0.5
CNC(=O)CCCc1nc(-c2ccccc2)no1	100	-1.7
Cc1nc2nc(SCC(=O)NC3CCCCC3)nn2c(C)c1Cc1ccccc1Cl	100	-1.4
CN(C)c1ccc(/C=C2/SC(=Nc3ccccc3)NC2=O)cc1	109	2
CCS(=O)(=O)N1CCc2cc(OC)c(OC)cc2C1c1ccc(OC)c(OC)c1 (centres undefined)	102	-0.1
Cc1ccc(NC(=O)CSc2ncc(-c3ccccc3)[nH]2)cc1	103	-0.7
Cc1ccc(OCCNC(=O)C2CCCCC2)cc1	103	0.6
COc1ccc(CSc2nnc(C)s2)cc1F	102	0.2
CC1CCCC(C)N1/N=C/c1ccccc1C(=O)O (centres undefined)	101	-0.3
CN1CCn2ccc3[nH]c(=O)nc1c32	105	0.5
c1ccc(C2CC3CC(c4ccccc4)N2O3)cc1 (centres undefined)	101	0.1
Cc1nc(-c2ccc(S(=O)(=O)N3CCCN(c4ccc(C(F)(F)F)cn4)CC3)s2)cs1	100	-0.4
CC(NCCO)c1ccc2c(c1)OCCO2 (centres undefined)	101	-0.4
Cc1ccc(-c2nc(CCNC(=O)C(=O)Nc3ccc(F)cc3F)cs2)cc1	112	1.2
CCN(CC)c1ccc(C2C(C(N)=O)=C(C)Nc3ncnn32)cc1 (centres undefined)	102	-1
CCC1CCCCN1C(=O)COc1cc2oc(=O)c3c(c2cc1Cl)CCC3 (centres undefined)	101	0.1
COC(=O)C1=C(NC(=O)c2cccc3ccccc23)CCS1	103	0.8

Of the compounds above, three contain an NH in an aromatic ring:
SMILES	PV pol inh	PV pol inh FP z-score
COc1cccc(NCc2nnc(SC(C)c3nc4ccccc4c(=O)[nH]3)n2C2CCCCC2)c1 (centres undefined)	104	0.2
Cc1ccc(NC(=O)CSc2ncc(-c3ccccc3)[nH]2)cc1	103	-0.7
CN1CCn2ccc3[nH]c(=O)nc1c32	105	0.5

The listing continues.
SMILES	PV pol inh	PV pol inh FP z-score
CC1=C(C(=O)Nc2ccc(C)cc2)C(c2ccc(Cl)cc2)n2nnnc2N1 (centres undefined)	104	-0.1
CC(OC(=O)/C=C/c1cccc(Cl)c1)C(=O)N1CCN(C(=O)c2ccco2)CC1 (centres undefined)	104	0.1
CCc1ccc(S(=O)(=O)c2nnn(-c3cccc(C)c3)c2N)cc1	108	0.7
COc1ccc(NC(=O)CC2C(=O)N(c3cccc(OC)c3)C(=O)N2CCc2cccs2)cc1 (centres undefined)	106	0.2
CCCC1CCc2nc3ccccc3c(C(=O)O)c2C1 (centres undefined)	102	0
CCc1ccc(NC(=O)CC(NCc2cccnc2)C(=O)O)cc1 (centres undefined)	101	-1
Cc1ccc(N2C(=O)CC(C(=O)O)C2c2cccs2)cc1 (centres undefined)	101	-0.7
O=C(NCc1ccco1)c1ccc(Cn2c(=S)[nH]c3ccc(Br)cc3c2=O)cc1	102	0.1
O=c1oc2ccccc2c(O)c1CN1CCCCC1	102	0.4
Cc1ccc(NC(=O)c2ccc(=O)n(Cc3ccccc3C)c2)c(C)c1	105	-0.6
CC(=O)Nc1cc(C(=O)NCc2ccccc2Cl)ccc1Sc1ccc(F)cc1	110	-0.1
CC1CN(C(=O)Nc2ccc(C(=O)NCCc3ccc(Cl)cc3)cc2)c2ccccc2S1 (centres undefined)	104	-1
Cc1onc(-c2ccccc2Cl)c1C(=O)NC(=S)NC1CCS(=O)(=O)C1 (centres undefined)	102	0.1
C/C(=N\N)c1ccc(OC(C)C)c(CN2CCOCC2)c1	99	-0.9
Cc1cccn2c(=O)c(C(=O)NCCc3ccccc3)c(O)nc12	113	2.5
O=C(CSC1=NCCS1)NC1CCCCC1	102	0.3
CC1CCN(C(=O)CSc2nc(-c3ccc(F)cc3)cc(C(F)(F)F)n2)CC1	101	-0.6
O=C(Nn1c(Cc2ccccc2)nc2ccccc2c1=O)c1ccco1	99	-1.6
Cc1cc(C)cc(NC(=O)CSc2nccn2C2CCCC2)c1	110	0.7
CC(C)(C)c1ccc(C(=O)NC(Cc2c[nH]c3ccccc23)C(=O)OCC(=O)c2ccc(Cl)cc2)cc1 (centres undefined)	103	-0.3
COc1ccc(C2CC(=O)Oc3ccc(C(C)(C)C)cc32)cc1 (centres undefined)	109	0.6
CCOc1ccc(CNC(=O)CCC(=O)N2CCOc3ccccc32)cc1	101	-0.5
CCOc1ccc(-c2n[nH]c(=S)n2C2C=CCCC2)cc1 (centres undefined)	102	0
CCOCC(=O)Nc1ccc(OCC)cc1	101	0.5
O=C1Nc2ccccc2C1(O)C(F)(F)F (centres undefined)	104	0.7
NC(N)=Nc1nc2ccccc2[nH]1	102	-0.2
O=S(=O)(Cc1ccccc1)n1cc(Cl)cn1	101	-0.3
CC(C)c1ccccc1-n1cc[nH]c1=S	98	-0.6
CCC(C)(Nc1n[nH]c(=O)[nH]c1=O)C(=O)O (centres undefined)	104	0.1
Cc1onc(-c2c(Cl)cccc2Cl)c1NC(=O)N/N=C/c1ccccn1	99	-0.5
COc1ccc(C(=O)N2c3nc(-c4ccco4)nn3C3(CCCCC3)[C@@H]3CCCC[C@@H]32)cc1OC	108	0.5
O=C1NN=C(c2cc3ccccc3oc2=O)CC(c2ccco2)N1 (centres undefined)	109	0.6
CC1Oc2ccc(N)cc2N(C)C1=O (centres undefined)	101	-0.2
CCOc1ccc(Br)cc1S(=O)(=O)Nc1ncn[nH]1	104	0.9
CC1CCC(=O)C(C2(O)C(=O)Nc3ccccc32)C1 (centres undefined)	100	-0.8
CC1(C)N=C(c2ccc(Cl)cc2)C(=S)N1	104	0.5
O=C(NC1C2CC3CC(C2)CC1C3)c1ccc(Br)o1 (centres undefined)	104	0.2
CSc1ccccc1-n1nnnc1SCc1ccccc1	101	0.3
Cc1cc(=O)[nH]c(N2CCCCC2)n1	103	0.2
O=C(COc1ncnc2sccc12)N1CCc2ccccc21	110	0.7

2 entries picked at random from the list so far, as already listed:
SMILES	PV pol inh	PV pol inh FP z-score
CNC(=O)CCCc1nc(-c2ccccc2)no1	100	-1.7
CCOc1ccc(-c2n[nH]c(=S)n2C2C=CCCC2)cc1 (centres undefined)	102	0

Quoted from above for reference:
SMILES	PV pol inh	PV pol inh FP z-score
COc1ccc(C2CC(=O)Oc3ccc(C(C)(C)C)cc32)cc1 (centres undefined)	109	0.6
CCOc1ccc(CNC(=O)CCC(=O)N2CCOc3ccccc32)cc1	101	-0.5
CCOc1ccc(-c2n[nH]c(=S)n2C2C=CCCC2)cc1 (centres undefined)	102	0
CCOCC(=O)Nc1ccc(OCC)cc1	101	0.5
O=C1Nc2ccccc2C1(O)C(F)(F)F (centres undefined)	104	0.7

Other entries
SMILES	PV pol inh	PV pol inh FP z-score
CN(C(=O)CSC1=NCCS1)C1CCCCC1	99	-1
CSc1ccc(-c2ccco2)nn1	103	0.9
Cc1nn(CC(C)C)c2sc(C(=O)N3CCCC3c3nc4ccccc4s3)cc12 (centres undefined)	102	0
CCN1CCCC1CNC(=O)Cn1c(=O)c2cccn2c2ccccc21 (centres undefined)	100	-0.4
CCc1ccc(C(=O)Nn2cnnc2)cc1	101	0
Cc1nn(C)c(C)c1NC(=O)CC12CC3CC(CC(C3)C1)C2	104	0.7
CCc1cccc(NC(=O)C2CCCN(c3ncccn3)C2)c1 (centres undefined)	105	0.9
COc1ccc(OCCOC(=O)c2ccc(OCc3c(C)noc3C)cc2)cc1	101	-0.1
O=C(NCc1ccccc1Cl)c1cnccc1C(F)(F)F	98	-1
O=C(NC1CCCCC1)C1CCC(Cn2c(=S)[nH]c3ccccc3c2=O)CC1 (centres undefined)	102	0
C/C(=N\NC(=O)COc1ccc(C#N)cc1)c1ccc(N2CCOCC2)cc1	100	0
COc1cccc(N2CCN(C(=O)c3cnc4c(-c5ccc(F)cc5)c(C)nn4c3C)CC2)c1	107	0.2
CCc1nnc(SCc2nc(-c3cccc(Cl)c3)oc2C)c2cc3sc(C)cc3n12	108	0.1
CC(C)(Oc1ccc(Cl)cc1)C(=O)Nc1ccc2oc(-c3cccnc3)nc2c1	101	0.5
O=C(CCN1CCCCC1)c1cc2ccccc2o1	98	-0.6
N#CC1=C(N)NC(SCc2ccccc2)=C(C#N)C1c1ccccc1Cl (centres undefined)	106	0.3
Cc1noc(C)c1NC(=O)NCC1CCN(S(=O)(=O)c2ccccc2)CC1	99	-0.8
CCCN(CC(=O)Nc1ccccc1OC)CC(=O)c1c(N)n(Cc2ccccc2)c(=O)n(C)c1=O	106	0.4
CC(Cc1ccccc1)NCc1ccccc1O (centres undefined)	103	0.5
COc1ccccc1OCC#CCSc1ncccn1	101	0.2
O=C(Cn1cnc2ccccc21)N1CCCC1	105	1.9
Cn1cc(C(=O)NCCc2ccc(Cl)cc2)c(=O)c2cc(S(=O)(=O)N3CCOCC3)ccc21	105	0.1
CCC(Sc1nc(C)cc(C)n1)C(=O)Nc1sc2c(c1C#N)CCCC2 (centres undefined)	102	0
O=C(Oc1ccc(-c2ccccc2)nn1)c1cccs1	98	-0.3
COc1cccc(C(O)C(F)(F)F)c1 (centres undefined)	100	-0.5
CCCC(=O)Nc1nc2c(ncn2C2O[C@H]3COP(=O)(O)O[C@@H]3[C@@H]2OC(=O)CCC)c(=O)[nH]1 (some centres undefined)	102&99	0.3&0.1
COc1cccc(CNC(=O)C(=O)NCC(c2cccs2)S(=O)(=O)c2cccs2)c1 (centres undefined)	109	0.4
Cc1c(C)c(C)c(C(=O)c2ccccc2C(=O)NN)c(C)c1C	105	0.3
O=c1oc2c3c(ccc2c2c1CCC2)OCN(CCc1ccccc1)C3	101	-0.5
CN(C)CCN(Cc1ccccc1)S(=O)(=O)c1ccc(-c2cc(C(F)(F)F)on2)s1	104	-0.6
CCc1c(C(=O)N2CCN(Cc3cccc(OC)c3)CC2)csc1C	99	-1.2
Cc1ccccc1OCC(=O)OCC(=O)N1c2ccccc2CC1C (centres undefined)	102	0
FC(F)(F)Oc1ccccc1NC(=S)NCc1ccc2c(c1)CCO2	104	0.1
COc1ccc2cc3cc(C(=O)N4CCN(c5ccccc5F)CC4)oc3nc2c1	106	-0.8
CN(Cc1ccccc1)Cn1[nH]c(=O)ccc1=O	101	-0.2
O=C(CSC1=Nc2ccccc2C2=NC(CCC(=O)NC3CCCCC3)C(=O)N12)Nc1cccc(C(F)(F)F)c1 (centres undefined)	115	0.8
CCOC(=O)Cn1c(=O)oc2cc(S(=O)(=O)NCc3ccccc3OC)ccc21	100	0.1
O=C(NCCN1CCN(C(=O)NC2CCCCC2)CC1)NC1CCCCC1	100	-0.5
O=C(O)c1nccnc1C(=O)NC1CCN(Cc2c(F)cccc2Cl)CC1	95	-1.7
COc1ccccc1S(=O)Cc1ccc(C(=O)O)o1 (centres undefined)	103	0.4

Individual results from the entries so far:
PV pol inh result of CC1(C)N=C(c2ccc(Cl)cc2)C(=S)N1 stands at 104
PV pol inh FP z-score result of Cc1cc(=O)[nH]c(N2CCCCC2)n1 stands at 0.2
PV pol inh FP z-score result of CC(NCCO)c1ccc2c(c1)OCCO2 (centres undefined) stands at -0.4
PV pol inh FP z-score result of Cc1nc2nc(SCC(=O)NC3CCCCC3)nn2c(C)c1Cc1ccccc1Cl stands at -1.4
PV pol inh result of COc1ccc(C2CC(=O)Oc3ccc(C(C)(C)C)cc32)cc1 (centres undefined) stands at 109
PV pol inh FP z-score result of Cc1cc(C)cc(NC(=O)CSc2nccn2C2CCCC2)c1 stands at 0.7
PV pol inh FP z-score result of COc1ccccc1S(=O)Cc1ccc(C(=O)O)o1 (centres undefined) stands at 0.4

Continuation:
SMILES	PV pol inh	PV pol inh FP z-score
O=C(O)c1ccc(CSc2nnc(-c3ccccc3)o2)cc1	102	0
Cc1cc(C)c(OCC(=O)N(Cc2cccc(F)c2)Cc2ccco2)c(C)c1	109	0.3
O=S(=O)(c1ccccc1)c1nc(-c2ccc(F)cc2)oc1N1CCOCC1	105	0
COC(=O)Cn1c(=NC(=O)CSCC(=O)Nc2nccs2)sc2cc(OC)ccc21	103	1.2
O=C1CC(N2CCOCC2)C(=O)N1 (centres undefined)	102	0
COc1ccc(Cn2nnnc2C(C(C)C)N2CCc3ccccc32)cc1 (centres undefined)	100	-0.4
CCOc1ccc(NC(=O)Nc2cccc(C)n2)cc1	108	-0.1
O=C(C1CCCCC1)N1CCN=C1SCc1cccnc1	103	1.4
COc1ccc(-c2noc(-c3cc4ccccc4o/c3=N\NS(=O)(=O)c3ccc(OC)c(OC)c3)n2)cc1	100	0
O=C(NCC(F)(F)F)c1ccc(N2CCCC2=O)cc1	101	-0.2
Cc1ccc(C(=O)Nc2ccc(Oc3ccccc3)cc2)cc1I	103	0
O=C(Cc1ccc(F)cc1)Nc1ccc(CN2CCCC2)cc1	101	-0.6
Cc1ccc(NC(=O)/C(C#N)=C\c2ccc(Cl)cc2Cl)cc1C	104	0.1
Cc1noc(C)c1CSCC(=O)OCn1nnc2ccccc2c1=O	106	0.4
COc1cc(OC)c(NC(=O)COc2ccccc2-c2nnc(-c3ccccc3)o2)cc1Cl	106	0.1
Cc1ccc(Cl)cc1N1CCN(C(=O)CN2C(=O)COc3ccc(S(=O)(=O)N4CCCCCC4)cc32)CC1	107	0.9
Cc1[nH]c(-c2ccc(F)cc2)cc1C(=O)NCc1ccccn1	103	0.6
CCCCc1nc(Cl)c(CO)n1Cc1ccc(-c2ccccc2-c2nn[nH]n2)cc1	101	0.3
NC(=S)N/N=C1\CCCC\C1=C/c1ccco1	102	0.7
Cc1c(C(=O)Nc2ccc(F)c(Cl)c2)oc2ccc(S(=O)(=O)N(C)C3CCCCC3)cc12	115	1.1
COc1ccc2c(c1)C(=O)N(Cc1ccccc1)C(=O)C2	101	-0.6

Screens from PubChem.
